TRPC4 potent = TRPC4 (mouse) allosteric potentiation; Q9QUQ5; HEK293 TRPC4beta/mu-opioid, DAMGO EC20, Fluo-4 Ca2+ flux; active compounds read high; B-score at 10 µM; 310,000 tested, 0.42% active;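 active = B-score of calcium response area above 5 SD of library B-scores, with initial fluorescence ratio within 5 SD of library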;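 also: B-score of integrated fluorescence ratio over time as area under calcium response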
KLF5 inh = inhibitors of KLF5 expression | DLD-1 KLF5 promoter-luciferase reporter, luminescence | inhibition, % at 5 µM | 290,000 tested, 0.23% active | AID 1700;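 active = inhibition above a per-plate limit of that plate's mean compound inhibition plus 3 SD, cut at about 60% in these data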;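 also: 0% = DMSO wells and 100% = LY294002 at 200 µM; higher means less KLF5 promoter-driven luciferase light; inactives centre near -14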
SKKanGAS inh = blocks kanamycin growth of S. pyogenes SKKanGAS strain; inhibition, % at 7.5 µM; BacTiter-Glo, 6 h; AID 1662; 300,000 tested, 1.3% active;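 active = mean replicate score, as percent of positive control median, at least 50; inconclusive = mean below 50 but one replicate at or above 50; inactive = mean and every replicate below 50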;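 also: strain carries kanamycin resistance gene driven by streptokinase promoter and grows in 40 µg/ml kanamycin; loss of luminescence reflects streptokinase promoter inhibition or plain growth inhibition; 0% = median of DMSO wells and 100% = positive control at its reference dose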
TRPC6 activator = mouse TRPC6 channel activation | Q61143 | HEK293-TRPC6 membrane potential dye fluorescence; active compounds read high | B-score at 10 µM | 310,000 tested, 0.13% active | AID 2550;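 active = B-score of the integrated fluorescence ratio above library mean plus 3 SD, and starting fluorescence ratio within library mean plus 5 SD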;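 also: higher score means more depolarization so channel activation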
Target sequence (Q61143 whole entry, looked up): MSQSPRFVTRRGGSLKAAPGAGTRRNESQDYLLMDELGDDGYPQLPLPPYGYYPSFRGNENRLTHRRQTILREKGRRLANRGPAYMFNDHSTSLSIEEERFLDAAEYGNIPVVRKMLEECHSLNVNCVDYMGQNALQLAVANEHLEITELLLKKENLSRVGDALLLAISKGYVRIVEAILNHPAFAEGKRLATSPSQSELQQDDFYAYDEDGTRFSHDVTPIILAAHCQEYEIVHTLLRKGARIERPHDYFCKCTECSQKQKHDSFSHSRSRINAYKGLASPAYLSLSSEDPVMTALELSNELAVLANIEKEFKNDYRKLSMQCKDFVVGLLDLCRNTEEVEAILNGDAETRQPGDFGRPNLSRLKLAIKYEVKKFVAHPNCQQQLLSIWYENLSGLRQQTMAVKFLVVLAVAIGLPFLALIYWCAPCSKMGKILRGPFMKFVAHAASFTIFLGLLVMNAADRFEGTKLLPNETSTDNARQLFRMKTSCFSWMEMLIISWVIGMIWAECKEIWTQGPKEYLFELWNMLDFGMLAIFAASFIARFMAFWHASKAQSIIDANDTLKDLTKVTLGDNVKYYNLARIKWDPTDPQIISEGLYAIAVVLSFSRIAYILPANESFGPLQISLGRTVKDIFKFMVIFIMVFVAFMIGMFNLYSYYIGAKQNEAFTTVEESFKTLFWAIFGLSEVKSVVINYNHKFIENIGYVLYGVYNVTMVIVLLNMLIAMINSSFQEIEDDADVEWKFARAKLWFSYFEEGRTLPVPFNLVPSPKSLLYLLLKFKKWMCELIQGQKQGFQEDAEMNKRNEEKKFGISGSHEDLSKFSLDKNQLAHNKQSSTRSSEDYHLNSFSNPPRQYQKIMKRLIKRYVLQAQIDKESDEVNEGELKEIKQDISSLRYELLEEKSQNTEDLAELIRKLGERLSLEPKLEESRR
aSyn 5UTR inh = 5' untranslated region of α-synuclein, MLPCN primary screen; inhibition, % (tested at 7.5 µM); 300,000 tested, 0.82% active; alpha-synuclein 5'UTR reporter, inhibitor activity; in the data active = inhibition above about 60%; inconclusive = no clear call, values can overlap the other calls;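 also: H4 neuroglioblastoma cells stably carrying SNCA 5'UTR luciferase fusion; 0% = DMSO wells and 100% = positive control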
MrgX1 antagonist = blocks BAM8-22 activation of human MrgX1 receptor. Q96LB2. MRGX1-HEK293 calcium flux, Fluo-4, BAM8-22 antagonism; active compounds read low. B-score at 10 µM. 310,000 tested, 1.3% active. AID 588676;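 active = calcium-response B-score plate-corrected more than 3 library SD below zero, starting fluorescence within 5 deviations, no agonist response on first addition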;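 also: peak minus trough fluorescence over baseline after final BAM8-22 challenge near maximal dose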
TRPC4 block = TRPC4 (mouse) channel inhibition; Q9QUQ5; HEK293 TRPC4beta/mu-opioid, DAMGO-evoked Fluo4 calcium flux; active compounds read low; B-score at 10 µM; 300,000 tested, 0.39% active; AID 2247;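 active = B-score over 3 SD under the library average, no early fluorescence shift, positive overall ratio signal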
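Signal: kinetic Fluo4 fluorescence imaging of calcium influx. Material: stable TRPC4beta/mu-opioid receptor HEK293 cells. Probe or stimulus: DAMGO in two steps, submaximal then maximal.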
TRPC4 agonist = activators of mouse TRPC4 channel; Q9QUQ5; HEK293 TRPC4beta/mu-opioid, Fluo4 calcium fluorescence; active compounds read high; B-score at 10 µM; 310,000 tested, 0.49% active; AID 2237;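 active = B-score above 5 SD of library B-scores, and initial fluorescence ratio not above library mean plus 5 SD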;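 also: positive B-score marks a calcium rise read as TRPC4 activation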
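System: HEK293 cells stably co-expressing mouse TRPC4beta and mu-opioid receptor; Schedule: Fluo4 dye loading 45 min at room temperature, 110 s recording; Detection: Fluo4 fluorescence, kinetic; Evaluation: B-scored integrated calcium fluorescence ratio; Controls: buffer (low) and maximal DAMGO (high).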
TRPC6 inhibitor = mouse TRPC6 channel inhibition; HEK293-TRPC6, membrane potential dye, ACh-evoked depolarization; active compounds read low; B-score at 10 µM; 310,000 tested, 1.1% active; AID 2553;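 active = B-score under library mean minus 3 SD, initial fluorescence not abnormally high, positive integrated signal ratio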;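 also: B-score derived from integrated fluorescence ratio over the kinetic read; more negative B-score means stronger inhibition of depolarization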
IEC-6 cytotox = kills IEC-6 intestinal cells in KLF5 counter-screen; IEC-6 cytotoxicity, luminescence viability; inhibition, % at 5 µM; AID 1825; 290,000 tested, 0.78% active; in the data active = inhibition above about 22%;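 also: 0% = plate median of test compound wells and 100% = cytotoxic reference compound wells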
HIF act = HIF pathway transcriptional activation. U2OS HRE-luciferase reporter, luminescence; normalized: DMSO 0%, desferrioxamine 100%. activation, % at 7.5 µM (by protocol). 300,000 tested, 0.32% active;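 active = mean activation of at least 10% of the iron chelator positive control signal, with at least half of replicates also reaching 10%; inconclusive = mean and replicate majority disagree about reaching 10%; inactive = mean and most replicates under 10%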
* hit, by the source's call; i = inactive; ? = inconclusive; nt = no result given; & = joins results of further samples.

SMILES	TRPC4 potent	KLF5 inh	SKKanGAS inh	TRPC6 activator	aSyn 5UTR inh	MrgX1 antagonist	TRPC4 block	TRPC4 agonist	TRPC6 inhibitor	IEC-6 cytotox	HIF act
N#CNC(=Nc1cccc(F)c1)SCc1ccccc1	i	-24.6	-1.5	i	2.1	i	i	i	i	1.2	-0.2
COc1ccc(CCC(=O)NC(C)c2ccccc2)cc1OC (stereo unspecified)	i	14.9	-0.3	i	16.5	i	i	i	i	-2.4	0.4
CCc1nnc(NC(=O)CSc2nnc(-c3ccco3)n2C)s1	i	4.8	-5.7	i	-16.0	i	i	i	i	-2.2	0.0
c1ccc2c3c(cc(N4CCOCC4)c2c1)OC1(N2CCOCC2)CCCCC1O3 (stereo unspecified)	i	1.8	4.1	i	16.1	i	i	i	i	-6.3	-0.5
CCOC(=O)N1CCN(CC(=O)Nc2cccc(Br)c2)CC1	i	-11.6	-1.6	i	2.2	i	i	i	i	-0.7	0.1
CC1=C(C(=O)OCc2ccccc2)C(c2ccc([N+](=O)[O-])cc2)NC(=O)N1CCCC(=O)O (stereo unspecified)	i	-4.0	2.6	i	10.2	i	i	i	i	-1.0	0.0
COc1ccc(NS(=O)(=O)c2ccc3c(c2)oc(=O)n3C)c(OC)c1	i	-15.9	-1.8	i	-8.7	i	i	i	i	2.5	-0.1
C=CCOc1nc(-c2ccccc2Cl)nc2ccccc12	i	-21.1	-3.3	i	72.1*	i	i	i	i	1.0	63.5*
CC(C)=CCN1CCNC(=O)C1CC(=O)NCc1nc(C)c(C)s1 (stereo unspecified)	i	-19.6	-5.2	i	-4.1	i	i	i	i	4.7	0.5
O=C(O)c1ccccc1/C=N/NC(=S)NC1CCCCC1	i	-18.9	-14.8	i	0.3	i	i	i	i	-2.4	0.0
Cn1nc(C(=O)OCC(=O)NCCc2ccccc2)c2ccccc2c1=O	i	-40.1	8.7	i	-3.5	i	i	i	i	-7.6	0.2
C=CCC(C(=O)OC)(C(=O)OC)c1ccccc1[N+](=O)[O-]	i	-16.8	14.8	i	9.4	i	i	i	i	-0.4	-0.7
CC1CCN(c2c(NCC3CCC(C(=O)Nc4ccccn4)CC3)c(=O)c2=O)CC1 (stereo unspecified)	i	8.2	0.1	i	13.9	i	i	i	i	0.0	-0.2
Cc1c(CCOC(=O)c2ccc(N3CCOCC3)c([N+](=O)[O-])c2)sc[n+]1CC#N	i	-4.9	1.4	i	-5.3	i	i	i	i	-3.0	0.1
Cc1cc(=O)n(C)c(=O)n1CCCCOc1cccc([N+](=O)[O-])c1	i	3.6	-1.6	i	24.7	i	i	i	i	2.0	-0.5
Cc1ccc(CCNC(=O)C2CCC(=O)N2C(C)C)cc1 (stereo unspecified)	i	-1.0	-0.7	i	-4.8	i	i	i	i	-3.4	0.0
C=CCn1c(SC2CCOC2=O)nc2sc(C)c(C)c2c1=O (stereo unspecified)	i	-20.6	15.2	i	1.3	i	i	i	i	6.5	-1.6
CCCCC(=O)Nc1ccccc1Oc1ccccc1	i	-18.9	8.6	i	-122.7	i	i	i	i	5.0	1.2
CCOC(=O)C1=C(N)n2c(s/c(=C\c3cccs3)c2=O)=C(C(=O)OCC)C1c1cccs1 (stereo unspecified)	i	5.5	3.7	i	28.6	i	i	i	i	17.7	2.5
CCc1cc(=O)oc2cc(OCC(=O)NC3CC(C)(C)NC(C)(C)C3)ccc12	i	-18.6	0.5	i	10.3	i	i	i	i	1.3	-0.3
CC(C)(C)S(=O)(=O)c1cnc(N2CCOCC2)nc1N	i	-13.9	5.8	i	-24.5	i	i	i	i	-7.1	-0.5
Cc1ccccc1SCC(=O)N/N=C/c1ccc(F)cc1	i	-13.3	0.6	i	-4.2	i	i	i	i	3.4	-1.0
CCc1ccccc1NC(=S)NCC1CCN(c2ccc(OC)cc2)C1 (stereo unspecified)	i	-15.4	0.2	i	-17.6	i	i	i	i	8.8	-0.4
COc1ccccc1CCNC(=O)c1ccoc1C	i	9.5	-0.7	i	-71.5	i	i	i	i	3.8	-0.2
Cc1cc(=O)[nH]c(Nc2ccc(Cl)cc2)n1	i	-14.9	-0.3	i	-1.9	i	i	i	i	-4.8	-0.6

Compound profiles (already shown):
Results for `C=CCOc1nc(-c2ccccc2Cl)nc2ccccc12` = TRPC4 potent = i; KLF5 inh = -21.1; SKKanGAS inh = -3.3; TRPC6 activator = i; aSyn 5UTR inh = 72.1*; MrgX1 antagonist = i; TRPC4 block = i; TRPC4 agonist = i; TRPC6 inhibitor = i; IEC-6 cytotox = 1.0; HIF act = 63.5*
Results for `COc1ccc(CCC(=O)NC(C)c2ccccc2)cc1OC` (stereo unspecified) = TRPC4 potent = i; KLF5 inh = 14.9; SKKanGAS inh = -0.3; TRPC6 activator = i; aSyn 5UTR inh = 16.5; MrgX1 antagonist = i; TRPC4 block = i; TRPC4 agonist = i; TRPC6 inhibitor = i; IEC-6 cytotox = -2.4; HIF act = 0.4

Structural class: those above with two or more sulfur atoms
SMILES	TRPC4 potent	KLF5 inh	SKKanGAS inh	TRPC6 activator	aSyn 5UTR inh	MrgX1 antagonist	TRPC4 block	TRPC4 agonist	TRPC6 inhibitor	IEC-6 cytotox	HIF act
CCc1nnc(NC(=O)CSc2nnc(-c3ccco3)n2C)s1	i	4.8	-5.7	i	-16.0	i	i	i	i	-2.2	0.0
C=CCn1c(SC2CCOC2=O)nc2sc(C)c(C)c2c1=O (stereo unspecified)	i	-20.6	15.2	i	1.3	i	i	i	i	6.5	-1.6
CCOC(=O)C1=C(N)n2c(s/c(=C\c3cccs3)c2=O)=C(C(=O)OCC)C1c1cccs1 (stereo unspecified)	i	5.5	3.7	i	28.6	i	i	i	i	17.7	2.5

The results go on.
SMILES	TRPC4 potent	KLF5 inh	SKKanGAS inh	TRPC6 activator	aSyn 5UTR inh	MrgX1 antagonist	TRPC4 block	TRPC4 agonist	TRPC6 inhibitor	IEC-6 cytotox	HIF act
Cc1ncc(C[n+]2csc(CCO)c2C)c(N)n1	i	-15.2	-2.2&1.3	i	9.2&-61.1	i	i	i	i	2.6	0.1&-0.5
COc1ccc(OC)c(NC(=O)C2CCCNC2=O)c1 (stereo unspecified)	i	5.0	-6.5	i	11.5	i	i	i	i	0.2	0.0
Cc1ccsc1/C=C(\C#N)C(=O)NC1CCS(=O)(=O)C1 (stereo unspecified)	i	-40.4	-30.5	i	7.6	i	i	i	i	6.7	0.4
O=C(NCc1ccncc1)Nc1ccccc1	i	1.9	-2.3	i	-3.5	i	i	i	i	1.0	0.0
Cc1nc(CC(=O)c2ccc(O)cc2O)cs1	i	-52.3	10.1	i	-17.1	i	i	i	i	-0.1	1.0
O=C(Nc1ccc(Cl)cc1)NC1CCCc2ccccc21 (stereo unspecified)	i	-33.6	10.6	i	25.9	i	i	i	i	5.0	0.5
Cc1cccc(Nc2nc(N3CCCC3)nc(N3CCCC3)n2)c1	i	-9.4	9.1	i	22.8	i	i	i	i	1.2	-0.3
CC1CC(C)CN(C(=O)CN2C(=O)NC(C)(C)C2=O)C1 (stereo unspecified)	i	nt	-2.6	i	3.3	i	i	i	i	nt	-0.5
Cc1ccc(Cl)cc1N1CCN(S(=O)(=O)c2ccc(-c3ccc(=O)[nH]n3)o2)CC1	i	-9.4	-3.0	i	16.5	i	i	i	i	7.9	-1.2
CS(=O)(=O)N1CCN(C(=O)NC2CCCCC2)CC1	i	-41.6	-5.6	i	8.0	i	i	i	i	0.3	1.0
Cc1nc2oc(C(=O)c3ccc(Br)cc3)c(N)c2c2c1COC(C)(C)C2	i	-18.0	4.5	i	20.0	i	i	i	i	6.3	0.3
CCOC(=O)c1ccccc1NC(=S)N1CCC(C(N)=O)CC1	i	-19.2	2.6	i	3.3	i	i	i	i	-9.4	nt
NS(=O)(=O)c1ccc(NS(=O)(=O)c2ccc(C3CNC(=O)C3)cc2)cc1 (stereo unspecified)	i	-11.1	-20.6	i	9.7	i	i	i	i	3.6	2.6
O=C(CSc1ccc(-c2ccncc2)nn1)c1ccccc1	i	-19.4	-3.8	i	1.8	i	i	i	i	12.1	-0.4
CCn1nc2cc(C(=O)NCC34CC5CC(CC(C5)C3)C4)ccc2c1OC	i	-1.4	-4.1	i	-14.5	i	i	i	i	7.3	-0.3
Cc1cc(C(F)(F)F)n(-c2nc(C(=O)NNS(=O)(=O)c3ccccc3)cs2)n1	i	-5.9	-3.5	i	11.3	i	i	i	i	4.7	-0.7
Cc1ccc(C)c(NS(=O)(=O)c2ccc(OCC(=O)NCc3ccco3)cc2)c1	i	0.5	0.6	i	31.7	i	i	i	i	-3.0	-0.2
NC(=S)Nc1ccccc1Br	i	-1.9	-2.8	i	-2.7	i	i	i	i	1.0	0.3
COC(=O)c1cc(Nc2cc(C)nc3ncnn23)cc(C(=O)OC)c1	i	6.2	4.3	i	14.6	i	i	i	i	-1.9	-0.2
O=C(CCN1C(=O)/C(=C/c2ccccc2Cl)SC1=S)N1CCOCC1	i	-11.8	6.8	i	-73.2	i	i	i	i	20.1	-0.2
CCCOc1ccc(C(=O)N/N=C/c2c[nH]c3ccc(Br)cc23)cc1	i	-24.7	35.6	i	6.2	i	i	i	i	3.2	-2.1
Cc1ccc(S(=O)(=O)N2CCOCC2)cc1NC(=O)Cn1nc(C)c([N+](=O)[O-])c1C	i	nt	-8.2	i	4.5	-5*	i	i	i	nt	-0.1
CCN(CC)C(=O)Cn1cnc2sc(C(=O)NCCCN3CCOCC3)c(C)c2c1=O	i	-21.5	3.2	i	10.4	i	i	i	i	-1.1	-0.4
C[C@@H](C(=O)Nc1ccc2c(c1)OCCO2)n1c(=O)[nH]c2ccccc2c1=O	i	-1.5	-6.2	i	-11.9	i	i	i	i	6.9	?

Quoted at random: 2 records from the list
SMILES	TRPC4 potent	KLF5 inh	SKKanGAS inh	TRPC6 activator	aSyn 5UTR inh	MrgX1 antagonist	TRPC4 block	TRPC4 agonist	TRPC6 inhibitor	IEC-6 cytotox	HIF act
CC1CCN(c2c(NCC3CCC(C(=O)Nc4ccccn4)CC3)c(=O)c2=O)CC1 (stereo unspecified)	i	8.2	0.1	i	13.9	i	i	i	i	0.0	-0.2
COC(=O)c1cc(Nc2cc(C)nc3ncnn23)cc(C(=O)OC)c1	i	6.2	4.3	i	14.6	i	i	i	i	-1.9	-0.2
